Rpn11 inh: Rpn11 (PSMD14) deubiquitinase inhibitors, primary screen, biochemical, fluorescence polarization, uHTS; calls only at 20 µM; 26S proteasome non-ATPase regulatory subunit 14 (Homo sapiens), O00487; human 26S proteasome, Ub4-pepOG fluorescence polarization; 20S core pre-blocked with epoxomicin; hit rate 0.59% among 360,000;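 active = inhibition at 20 µM, scaled to each plate's controls, above about 33%, limit read from the data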
LMPTP block: LMPTP phosphatase inhibitors, primary screen, biochemical, fluorescence intensity, uHTS. recombinant LMPTP-A, OMFP fluorogenic substrate. Low molecular weight phosphotyrosine protein phosphatase (Homo sapiens), P24666. AID 651560, 2012. inhibition, % at 20 µM. hit rate 0.22% among 360,000;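 active = compounds that cut the enzyme signal by at least half of the control window in the single-dose screen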;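 note: plate controls were DMSO wells with enzyme plus substrate for no effect and substrate without enzyme for full effect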
Target sequence (P24666 whole entry, looked up): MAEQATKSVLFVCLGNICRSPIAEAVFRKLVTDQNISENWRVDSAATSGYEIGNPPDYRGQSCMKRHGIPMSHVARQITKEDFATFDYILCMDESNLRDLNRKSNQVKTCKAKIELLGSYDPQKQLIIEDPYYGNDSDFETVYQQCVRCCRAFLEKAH
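Assay system: LMPTP-A phosphatase enzyme | Input: 0.625 nM enzyme | Also added: Fluorogenic phosphatase substrate OMFP at 400 µM final | Compound dosing: One test concentration per compound, 20 µM, with 3% DMSO overall | Schedule: 50 min enzyme reaction at room temperature, protected from light | Signal: Fluorescence intensity | Benchmarks: no-enzyme and uninhibited controls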
Neddyl block: inhibitors of cullin neddylation, primary screen, biochemical, TR-FRET, uHTS, NAE and Ubc12. calls only at 25 µM. hit rate 0.58% among 360,000. AID 651699, 2012; in the data active = inhibition above about 36%
Target sequence (P61081 whole entry, looked up): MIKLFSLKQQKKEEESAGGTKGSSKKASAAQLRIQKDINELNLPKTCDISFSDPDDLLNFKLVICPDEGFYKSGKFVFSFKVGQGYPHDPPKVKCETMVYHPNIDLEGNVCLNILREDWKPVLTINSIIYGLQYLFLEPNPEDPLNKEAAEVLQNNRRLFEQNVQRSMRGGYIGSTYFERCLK
Target sequence (Q13564 whole entry, looked up): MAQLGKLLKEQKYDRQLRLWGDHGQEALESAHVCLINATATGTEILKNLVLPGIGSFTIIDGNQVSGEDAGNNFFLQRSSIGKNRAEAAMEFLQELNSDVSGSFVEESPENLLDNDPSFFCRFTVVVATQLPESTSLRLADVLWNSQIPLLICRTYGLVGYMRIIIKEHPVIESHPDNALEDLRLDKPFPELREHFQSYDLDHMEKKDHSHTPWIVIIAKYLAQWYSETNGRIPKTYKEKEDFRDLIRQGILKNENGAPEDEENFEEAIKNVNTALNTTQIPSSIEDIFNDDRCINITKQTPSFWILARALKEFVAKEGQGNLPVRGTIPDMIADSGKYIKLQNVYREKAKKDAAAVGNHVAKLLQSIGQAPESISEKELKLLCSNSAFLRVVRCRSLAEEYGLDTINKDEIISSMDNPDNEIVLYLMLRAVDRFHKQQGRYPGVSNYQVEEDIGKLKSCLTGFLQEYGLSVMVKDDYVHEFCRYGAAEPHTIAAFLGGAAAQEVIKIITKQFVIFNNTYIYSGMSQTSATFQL
SUMO1 PPI mod: modulators of SUMO1 protein-protein interactions, primary screen, biochemical, uHTS; SUMO1 binding to a labelled peptide, TR-FRET, 1 h; hit rate 0.33% among 360,000; inhibition, % at 20 µM; in the data active = inhibition above about 37%
Target sequence (P63165 whole entry, looked up): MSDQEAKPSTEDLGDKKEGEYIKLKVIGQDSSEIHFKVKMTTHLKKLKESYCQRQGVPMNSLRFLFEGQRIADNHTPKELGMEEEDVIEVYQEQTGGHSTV
Rin1 Abl inh: inhibitors of Rin1-Abl protein binding, primary screen, biochemical, TR-FRET | Tyrosine-protein kinase ABL1 (Homo sapiens) + Ras and Rab interactor 1 (Homo sapiens), … | inhibition, % at 7.35 µM | hit rate 0.4% among 360,000 | AID 588664, 2011; in the data active = inhibition above about 5%, passing the limit was not always enough
Scp-1 inhibitor: Scp-1 phosphatase inhibitors, primary screen, biochemical, colorimetric, uHTS; inhibition, % at 20 µM; Recombinant Scp1, phosphopeptide, malachite green phosphate absorbance; hit rate 0.88% among 340,000; AID 493091, 2011;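 active = inhibition above about 50% at 20 µM, limit read from the data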;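 note: plate controls were DMSO wells with enzyme for no effect and wells lacking enzyme for full effect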
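Test system: SCP-1 phosphatase catalytic domain, residues 76-261 | Compound dosing: One concentration, 20 µM, with 1.0% DMSO | Schedule: 45 min room-temperature reaction, 5 min colour, 30 min stabiliser | Detection: Absorbance at 630 nm | Read-out basis: % inhibition of SCP-1 phosphate liberation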
CSN inh: inhibitors of CSN-mediated cullin deneddylation, primary screen, biochemical, fluorescence polarization, uHTS; Purified CSN, SCF-Nedd8-OG deneddylation; inhibition, % at 12.5 µM; AID 651999, 2013; hit rate 0.38% among 360,000;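 active = pattern-corrected inhibition above about 35%, with an unprinted fluorescence ratio check between 0.5 and 1.5, limit read from the data, passing the limit was not always enough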;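 note: 0% = enzyme with substrate and 100% = substrate without enzyme; some results filed as inactive read as strong as hits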
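Schedule: reaction 90 min, room temperature / Assay system: HEK293T-derived human Csn5 enzyme / Input: Csn5 at 0.24 nM final / Measure: inhibition of Csn5 cleavage, % / Control set: substrate-only high control, full reaction low control / Technique: fluorescence polarization of the substrate / Buffer or medium: Tris/NaCl/DTT buffer, pH 7.5 / Reagent: SCFSkp2-Nedd8OG substrate at 10 nM final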
DNMT1 block: human DNMT1 methyltransferase inhibitors, primary screen, biochemical, molecular beacon, fluorescence, HinP1I cleavage, uHTS. DNA (cytosine-5)-methyltransferase 1 (Homo sapiens), P26358. inhibition (reported as % activation of signal), % at 10 µM. hit rate 0.83% among 360,000; in the data active = inhibition above about 50%
NadD block: inhibitors of S. aureus NadD, primary screen, biochemical, colorimetric, uHTS; Nicotinate-nucleotide adenylyltransferase NadD (Staphylococcus aureus N315); purified NadD enzyme, colorimetric absorbance read-out; inhibition, % at 20 µM; hit rate 0.78% among 360,000; AID 602399, 2012; in the data active = inhibition above about 26%; note: some compounds past the cut are filed as inactive
STEP block: STEP phosphatase inhibitors, primary screen, biochemical, fluorescence intensity, uHTS; hit rate 0.25% among 360,000; AID 588621, 2011; inhibition, % at 20 µM; recombinant STEP, OMFP fluorogenic substrate; Tyrosine-protein phosphatase non-receptor type 5 (Homo sapiens), P54829;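 active = inhibition at 20 µM, scaled per plate between control wells, above about 37%, limit read from the data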;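 note: 0% = DMSO with enzyme and substrate and 100% = substrate only without enzyme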
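System: STEP (striatal-enriched tyrosine phosphatase) enzyme, cell-free; medium: Bis-Tris pH 6.0 buffer with DTT, detergent; dosing: 20 µM, 1% DMSO; times: reaction 20 min, ambient temperature; detection: fluorescence, 480/540 nm; read-out basis: normalized % inhibition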
Active calls of the source: *; i = inactive; x = no result given.

SMILES | Rpn11 inh | LMPTP block | Neddyl block | SUMO1 PPI mod | Rin1 Abl inh | Scp-1 inhibitor | CSN inh | DNMT1 block | NadD block | STEP block
CCCN1CCN(C(=O)Nc2ccc(OCC)cc2)CC1 | i | -1.6 | i | 0 | 0 | -9 | 2 | 4 | -5 | -2
COc1ccccc1N1CCN(S(=O)(=O)c2cc(-c3cc(C)no3)ccc2C(C)C)CC1 | i | 4.5 | i | 26 | 3 | -1 | 0 | -7 | 18 | 2
O=C(O)C(c1ccccc1)C1(O)CCCCC1 (stereo not drawn) | i | 0.0 | i | -4 | 3 | -11 | 0 | -2 | 2 | 0
CC1CN(C(c2cccs2)c2sc3ncnn3c2O)CC(C)O1 (stereo not drawn) | i | -3.1 | i | -8 | 0 | -11 | 1 | 1 | 0 | 2
Cc1ccc(S(=O)(=O)C2(C(=O)N3CCN(c4ccccc4F)CC3)CC2)cc1 | i | -1.6 | i | 1 | 1 | -1 | 5 | -1 | 1 | -1
N=C1S/C(=C\c2ccco2)C(=O)N1c1nccs1 | i | 1.4 | i | 4 | -1 | -1 | 21 | 7 | 2 | 8
CC(C)(C)C(=O)/C=C/c1ccc(Oc2ccccc2)cc1 | i | 3.6 | i | -2 | -2 | -1 | 1 | 7 | -3 | 3
CCOC(=O)c1ccc(N2CN(C3CCCCC3)CNC2=S)cc1 | i | -0.4 | i | 1 | -4 | -1 | 8 | 2 | 1 | 3
CCOc1ncccc1C(=O)N=C1SCCN1C(=O)c1cccnc1OCC | i | -0.9 | i | 2 | 0 | -6 | -1 | 1 | -7 | -5
Cn1ccc(NC(=O)Nc2cccc(C(F)(F)F)c2)n1 | i | -0.2 | i | -1 | 0 | 8 | 0 | 2 | -2 | -1
O=C(COC(=O)c1ccc(S(=O)(=O)N2CCCCC2)cc1)NCc1ccccc1 | i | 0.2 | i | -1 | 1 | -1 | 8 | 9 | 2 | -1
Cc1ccccc1OCC(=O)N/N=C/c1ccc(Sc2nc3ccccc3s2)o1 | i | 3.5 | i | -9 | 2 | -5 | 1 | -9 | 14 | 0
CC1(C)C2CCC1(CS(=O)(=O)N1CCOCC1)C(=O)C2 (stereo not drawn) | i | -2.7 | i | -1 | -2 | -4 | -1 | 2 | 9 | -1
O=C(c1ccc(Cn2cc(Br)cn2)cc1)N1N=C(C(F)F)CC1(O)C(F)F (stereo not drawn) | i | -0.6 | i | 6 | 0 | -2 | -11 | -5 | -3 | -3
O=C(c1cc2nc(-c3ccccc3)cc(-c3ccccc3)n2n1)N1CCCC1 | i | 2.6 | x | -20 | 0 | 2 | -3 | 3 | 5 | 6
O=C1OCC/C1=C\c1ccc(O)cc1 | i | -0.9 | i | -19 | -3 | -14 | -2 | 4 | -6 | 3
c1ccc(-c2ccc(C3CCCN3)cc2)cc1 (stereo not drawn) | i | -0.2 | i | 0 | 2 | -7 | 4 | 2 | -6 | -1
CS(=O)(=O)Nc1nc2n(n1)C(c1ccc(F)cc1)CC(c1ccccc1)N2 (stereo not drawn) | i | -1.0 | i | 3 | 0 | -2 | -3 | -2 | -4 | -3
COc1ccc(CNC(=O)CN(Cc2ccc(OC)cc2)C(=O)c2csnn2)cc1 | i | -0.1 | i | -4 | -2 | -13 | -6 | 1 | 1 | -1
Cc1ccc(C)c(N2CCN(C(=O)Cn3cccc3)CC2)c1 | i | 0.4 | i | 1 | -6 | 3 | -3 | -2 | 4 | 1
O=C1C2C3C=CC(C4CC34)C2C(=O)N1/N=C/c1ccc(-c2ccc([N+](=O)[O-])cc2)o1 (stereo not drawn) | i | 0.5 | i | -20 | -1 | 1 | 2 | 5 | 2 | 0
C=CCn1c(SC(C)C(=O)Nc2ccc(F)c(F)c2F)nnc1C1CC1 (stereo not drawn) | i | -1.1 | i | 1 | 0 | -3 | -9 | 1 | -4 | -1
CN(C)C(=O)N1CCN(S(=O)(=O)c2ccc3ccccc3c2)CC1 | i | 0.6 | i | -2 | -4 | 3 | 1 | 1 | -5 | 0
O=C(NC(Cc1ccccc1)C(=O)O)c1cccnc1Cl (stereo not drawn) | i | -1.7 | i | -4 | 3 | -15 | 0 | 2 | -7 | -3
COc1nc(-c2ccccc2)ncc1S(=O)(=O)c1ccccc1 | i | 0.3 | i | 1 | -2 | 0 | 4 | 3 | -9 | 0

Continued, overlapping the part above by 3 compounds.
SMILES | Rpn11 inh | LMPTP block | Neddyl block | SUMO1 PPI mod | Rin1 Abl inh | Scp-1 inhibitor | CSN inh | DNMT1 block | NadD block | STEP block
CN(C)C(=O)N1CCN(S(=O)(=O)c2ccc3ccccc3c2)CC1 | i | 0.6 | i | -2 | -4 | 3 | 1 | 1 | -5 | 0
O=C(NC(Cc1ccccc1)C(=O)O)c1cccnc1Cl (stereo not drawn) | i | -1.7 | i | -4 | 3 | -15 | 0 | 2 | -7 | -3
COc1nc(-c2ccccc2)ncc1S(=O)(=O)c1ccccc1 | i | 0.3 | i | 1 | -2 | 0 | 4 | 3 | -9 | 0
O=C(OCC(=O)N1CCN(S(=O)(=O)c2ccc(Cl)cc2)CC1)C1CC1 | i | -1.2 | i | 3 | 3 | -6 | 2 | 0 | -4 | -4
CC(=O)Nc1cccc(N/C(N)=N/c2nc(C)cc(C)n2)c1 | i | -0.6 | i | -1 | -1 | -4 | 0 | -1 | -13 | -2
Cn1cc(CCC(=O)N2CCCC(C(=O)c3cccc4ccccc34)C2)cn1 (stereo not drawn) | i | 0.1 | i | -7 | 6 | -1 | 3 | 0 | -3 | 1
Cc1cc(C)c[n+](-c2nc3ccccc3nc2[N-]S(=O)(=O)c2cccs2)c1 | i | -1.2 | i | -10 | -2 | -7 | -11 | 4 | -8 | -4
CCC(Oc1ccc(C)cc1)C(=O)Nc1ccccc1C(=O)N1CCOCC1 (stereo not drawn) | i | 1.9 | i | 3 | 1 | -5 | 2 | 0 | -6 | 0
Cc1occc1C(=O)Nc1ccccc1C#N | i | -1.0 | i | -3 | -2 | 1 | 5 | 0 | -6 | -1
O=C(COC(=O)/C=C/c1cccc(F)c1)Nc1ncccn1 | i | -0.6 | i | 3 | -4 | 38 | 0 | 14 | 2 | 0
CCc1ccc(NC(=O)C2=CC(c3ccc(OC)cc3)=NS(=O)(=O)N2C)cc1 | i | 3.4 | i | -14 | 5 | -15 | 1 | -8 | -4 | 1
CSc1cccc(NC(=O)/C=C/c2ccccc2)c1 | i | 2.0 | i | -9 | -4 | -10 | 2 | -4 | -10 | -4
NS(=O)(=O)c1cccc(NC(=O)CSc2nc3ccccc3n2-c2ccccc2)c1 | i | 1.9 | i | 8 | -2 | -23 | 6 | -8 | 8 | -2
COc1ccc(CC(=O)OCC(=O)Nc2cccnc2Cl)cc1OC | i | 0.3 | i | 1 | -4 | -1 | -9 | 0 | -1 | 2
CC(=O)Nc1ccc(OCC(=O)NCCc2ccccc2)cc1 | i | -1.6 | i | -1 | -2 | -9 | 17 | -1 | -5 | 2
COC(=O)C1CCN(S(=O)(=O)CCNC(=O)c2ccc3c(c2)OCO3)CC1 | i | -1.6 | i | 1 | 1 | -7 | 6 | 2 | -2 | 2
CC(C)(C)n1c(O)c2ccc(C(=O)N=NC(=O)c3ccccc3)cc2c1O | i | 0.4 | i | -17 | -1 | 2 | 0 | 0 | 3 | -1
O=C(Nc1cc(C(=O)N2CCCC2)ccc1N1CCCC1)c1ccccc1 | i | -2.8 | i | 0 | 3 | -9 | -2 | 0 | -4 | 0
Cc1cc(C)c2c(N)c3ccccc3nc2n1 | i | 10 | x | -25 | -12 | -7 | 5 | 67* | -4 | 1
Cc1ccc(C)c(NC(=S)NC23CN4CN(CN(C4)C2)C3)c1 | i | -3.2 | i | 0 | 1 | -13 | 10 | -1 | -1 | 2
CC(=O)c1ccc(S(=O)(=O)Nc2ccc(-c3ccc4nnc(C)n4n3)cc2)cc1 | i | 2.0 | i | 1 | -1 | 5 | -3 | -1 | 2 | 5
Clc1ccc(-c2cnc3n2CCC3)cc1 | i | -0.8 | i | 8 | 0 | -2 | 2 | 2 | 3 | 0
COc1cc(C(=O)NCC(=O)OCCN2C(=O)c3ccccc3C2=O)cc(OC)c1OC | i | -0.1 | i | -5 | 1 | 5 | -4 | 2 | -4 | 0
CCC(C)Nc1nc2c(c(=O)n(C)c(=O)n2C)n1Cc1ccc(F)cc1 (stereo not drawn) | i | 1.0 | i | 0 | 1 | 0 | 5 | -3 | 6 | 0

Single records, from the list above:
Clc1ccc(-c2cnc3n2CCC3)cc1 is listed with Rpn11 inh: i; LMPTP block: -0.8; Neddyl block: i; SUMO1 PPI mod: 8; Rin1 Abl inh: 0; Scp-1 inhibitor: -2; CSN inh: 2; DNMT1 block: 2; NadD block: 3; STEP block: 0
CC(C)(C)n1c(O)c2ccc(C(=O)N=NC(=O)c3ccccc3)cc2c1O is listed with Rpn11 inh: i; LMPTP block: 0.4; Neddyl block: i; SUMO1 PPI mod: -17; Rin1 Abl inh: -1; Scp-1 inhibitor: 2; CSN inh: 0; DNMT1 block: 0; NadD block: 3; STEP block: -1

Compounds as they come; about 3.8% have a hit in one of these screens.
